Screening data as filed in PubChem BioAssay.
12-LOX inh = inhibitors of human 12S-lipoxygenase ALOX12 | Potency, µM (top dose mostly 108 µM), inactives show at the highest dose activity change, negative = inhibition, hits mostly inhibitors | P18054 | purified 12hLO, xylenol orange hydroperoxide absorbance | 1.1% of 580,000 active | AID 1671190; active means well fitted inhibition curve with a large enough effect; inconclusive means small, poorly fitted or top-dose-only effect, or another doubt; inactive means no such curve, though single readings can be large or run the other way
Target sequence (P18054 whole entry, looked up): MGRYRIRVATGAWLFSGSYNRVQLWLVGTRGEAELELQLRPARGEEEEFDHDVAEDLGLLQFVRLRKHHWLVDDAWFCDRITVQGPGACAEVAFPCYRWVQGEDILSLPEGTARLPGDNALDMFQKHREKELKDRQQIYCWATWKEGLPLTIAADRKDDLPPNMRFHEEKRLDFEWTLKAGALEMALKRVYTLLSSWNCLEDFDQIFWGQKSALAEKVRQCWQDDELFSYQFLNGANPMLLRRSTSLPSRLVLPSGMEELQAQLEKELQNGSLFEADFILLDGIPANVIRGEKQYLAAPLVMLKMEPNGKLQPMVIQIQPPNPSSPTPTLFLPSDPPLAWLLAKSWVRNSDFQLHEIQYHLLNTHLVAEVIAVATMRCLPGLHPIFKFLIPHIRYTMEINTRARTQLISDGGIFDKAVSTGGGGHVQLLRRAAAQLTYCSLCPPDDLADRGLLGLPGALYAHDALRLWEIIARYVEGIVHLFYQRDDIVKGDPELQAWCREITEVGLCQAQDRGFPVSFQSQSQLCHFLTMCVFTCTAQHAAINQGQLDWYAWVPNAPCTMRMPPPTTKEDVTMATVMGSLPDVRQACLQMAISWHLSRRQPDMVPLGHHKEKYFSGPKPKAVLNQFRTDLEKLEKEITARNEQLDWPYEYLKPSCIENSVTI
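Hydroperoxide product was detected by ferrous iron/xylenol orange as the 573 to 405 nm absorbance ratio. Arachidonic acid at 40 uM (final) was turned over for 30 min at room temperature by 150 nM human 12hLO, pH 7.0 Hepes buffer, after 15 min compound preincubation.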
Active calls of the source: *; ? = inconclusive; [ ] = another dose, or the depositor's remark. On the % scale 0 is the no-effect control and ±100 the full control effect; potency means the concentration at half of the fitted maximal effect.

smiles | 12-LOX inh
COC(=O)c1ccc(OC(=O)c2cc(OC)cc(OC)c2)cc1 | ?
Cc1n[nH]c(C)c1CCCCOc1ccc(C(C)(C)C)cc1 | ?
CNC(=O)[C@@H]1CN(C(=O)c2cc(C)n(CCOC)c2C)C[C@H]1COC | 23%
Cc1cccc(CN2CCCC(O)(CNCc3ncccc3C)C2=O)c1 (centres undefined) | 89%[activator]
CCOC(=O)N1CCN(C(=O)C[C@H]2C[C@@]3(C(=O)OC)C(=C[C@H](COCc4ccccc4)O[C@@H]3C)N(Cc3ccc(Cl)cc3Cl)C2=O)CC1 | 0%
O=C(Cn1nc(-c2ccccc2)c2ccccc2c1=O)N1CCCCC1 | 10%
COc1ccc(C(=O)NCCc2noc(-c3ccccc3)n2)cc1F | -9%
CC(C)(C)C1CCC(C(=O)OCC(=O)c2ccc(Cl)c(Cl)c2)CC1 (centres undefined) | 20%
N#Cc1ccc(C(=O)N2CCCCCNC(=O)[C@@H]3CCC[C@@H]32)cc1 | 7%
CCNC(=S)N/N=C(/C)c1cccc(F)c1 | ?
Cc1nn(-c2ccccc2)c(Oc2ccccc2F)c1CCC(=O)NC(C)C | 4%
COCCn1ncc(N2CCC(NC(=O)COC)CC2)cc1=O | 12%
CC(C)CNC(=O)N1[C@@H]2CC[C@H]1CC(NC(=O)c1ccc(F)cc1)C2 (some centres undefined) | -1%
CCCNC(=O)CN1C(=O)NC(c2ccccc2OC)C2=C1COC2=O (centres undefined) | 40%
Oc1ccc(C2(c3cccc(Cl)c3)CCCCC2)cc1 | ?
Cc1ccc(NC(=O)c2nc3ccccc3nc2N2CCCC2)c(C)c1 | -8%
O=S(=O)(c1ccc(F)cc1)N1CCCC(Cc2noc(-c3ccncc3)n2)C1 (centres undefined) | 4%
O=S(=O)(c1ccccc1Cl)N1CCCC1c1nncn1C1CCCC1 (centres undefined) | -10%
O=C(COc1ccc(-c2nnc3n2CCCC3)cc1)NCc1ccccc1 | 11%
CSc1ccccc1C(=O)Nc1ccc(F)cc1F | -13%
CCCCNC(=O)c1cc(NC(=O)CC)cc2nc(C)ccc12 | 21%
C#CCNC(=O)C[C@@H]1O[C@H](CNC(=O)c2ccco2)[C@@H](O)[C@H]1O | -28%[176 µM]
CC(C)c1noc(-c2cn(C3CCCN(C(=O)c4ccc(Cl)s4)C3)nn2)n1 (centres undefined) | 11%
CC1(C)CC(NC(=S)NC2CC3CCC2C3)CC(C)(C)N1 (centres undefined) | 8%
C/C=C/C=C/C(=O)Nc1ccc(C(C)(C)C)cc1 | ?
O=C(CSc1ccccc1)OCc1cc(=O)n2nc(C3CC3)sc2n1 | -7%
Cc1nn(CCC#N)c(C)c1[C@@H]1C=C[C@@H](NC(=O)Nc2ccccc2)C1 | 0%[176 µM]
Cc1cccc(OCc2nc(C#N)c(NCCCN3CCOCC3)o2)c1 | 0%
COCCNC(=O)Cn1ccc2cc(Cl)ccc21 | -6%
COc1ccc(C[C@H](NC(=O)C2=C[C@@H](NC(=O)CS(=O)(=O)c3ccccc3)[C@@H](O)[C@H](O)C2)C(N)=O)cc1 | 3%
COc1ccc(-c2nc3cc(C)ccc3cc2CN2CCN(C)C(CCO)C2)cc1 (centres undefined) | 15%
Cc1cnc(C(=O)N2CC3CC(C2)[C@@H]2CCCC(=O)N2C3)cn1 (some centres undefined) | 17%
COCCc1noc(-c2nnn3c2COC(c2ccc(F)cc2)C3)n1 (centres undefined) | 32%[activator]
COC(=O)C1CN(C2CCCC2)CCS(=O)(=O)N1Cc1cn(Cc2ccc(F)cc2)nn1 (centres undefined) | 107%[activator]
COC(=O)c1ccc(C2C3=C(CC(C)(C)CC3=O)Nc3cc4c(cc32)OCO4)cc1 (centres undefined) | ?
CCOc1ccc(C2CC(=O)Nc3c(-c4ccc(C)cc4)csc32)cc1OCC (centres undefined) | ?
COc1ccc(OC)c(NC(=O)CCn2ccn3nc4c(c3c2=O)CCCC4)c1 | 31%[activator]
CCCC(=O)Nc1ccccc1C(C)CC (centres undefined) | 54%[activator]
Cn1nc(C(C)(C)C)cc1C(=O)NCC1CCN(C(=O)C(=O)c2cc3ccccc3o2)CC1 | -10%
OC1(CN2CCN(CCc3ccccn3)CC2)CNCCOC1 (centres undefined) | 46%

The list goes on (seven carried over from the part before).
smiles | 12-LOX inh
COC(=O)C1CN(C2CCCC2)CCS(=O)(=O)N1Cc1cn(Cc2ccc(F)cc2)nn1 (centres undefined) | 107%[activator]
COC(=O)c1ccc(C2C3=C(CC(C)(C)CC3=O)Nc3cc4c(cc32)OCO4)cc1 (centres undefined) | ?
CCOc1ccc(C2CC(=O)Nc3c(-c4ccc(C)cc4)csc32)cc1OCC (centres undefined) | ?
COc1ccc(OC)c(NC(=O)CCn2ccn3nc4c(c3c2=O)CCCC4)c1 | 31%[activator]
CCCC(=O)Nc1ccccc1C(C)CC (centres undefined) | 54%[activator]
Cn1nc(C(C)(C)C)cc1C(=O)NCC1CCN(C(=O)C(=O)c2cc3ccccc3o2)CC1 | -10%
OC1(CN2CCN(CCc3ccccn3)CC2)CNCCOC1 (centres undefined) | 46%
COC(=O)CC1CCCCN1CC(=O)NC(=O)NCc1ccco1 (centres undefined) | 1%
CCc1ccc(C(=O)OCC(=O)NC(=O)NC(C)C)cc1 | ?
CCc1ccc(-c2noc(Cn3cnc4c(nnn4Cc4ccccc4)c3=O)n2)cc1 | -10%
COc1ccc(OCC2(C)COc3ccc(C(=O)NCc4ccc(F)cc4)cc3N2)cc1 (centres undefined) | ?
C[C@]12Cc3ccccc3C1CC1=N[C@@H](c3ccccn3)O[C@@]13C[C@@H]2C(=O)N3C1CCN(Cc2ccccc2)CC1 (some centres undefined) | 4%
Cc1occc1C(=O)N1C[C@H]2OC(=O)N(CCCN3CCOCC3)[C@H]2C1 | ?
O=C(N[C@@H](Cc1cccnc1)C(=O)N1CCC[C@H]1C(=O)NCc1ccccc1)c1ccc(Cl)c(Cl)c1 | -13%
CCOc1ccc(C(=O)N2[C@@H]3CC[C@H]2CC(NC(=O)c2cnc(C)cn2)C3)cc1 (some centres undefined) | 26%
CC(=O)N1CCC([C@@H]2CN(C3CCN(CC(C)C)CC3)C[C@H]2CO)CC1 | 104%[activator]
O=C1CCCC2=C1C(c1ccc(F)cc1F)Nc1nonc1N2 (centres undefined) | -9%
COc1ccc(-c2cc3nc4c(c(=O)n3[nH]2)CN(C(=O)c2ccc(Cc3c(C)noc3C)o2)CC4)cc1 | 36%[activator]
CCCOc1c(Br)cc(C(=O)Oc2cc(C(=O)OC)cc(C(=O)OC)c2)cc1OC | 3%
S=C(NCCc1ccc(Cl)cc1)Nc1ccc(Oc2ccccc2)cc1 | 18µM*
CN(c1ccccc1)c1ccc2nnc(-c3cc(C(=O)NCc4ccncc4)ccn3)n2n1 | ?
O=C(/C=C/c1ccc(Cl)cc1Cl)c1cc(Cl)ccc1O | -69%
O=C(c1ccc(Br)cc1)N(C1CCCCC1)C1CCCCC1 | 21%
Cn1ccnc1CN1CCCC(NC(=O)c2ccc3c(c2)CCCO3)CC1 (centres undefined) | 84%[activator]
COc1cccc(NCCC#N)c1 | 66%[activator]
COc1ccc(CNc2ncnc3c2CN(C2CCNC2)C(=O)CN3C)cc1OC (centres undefined) | ?
O=C(Nc1cccc(Cl)c1)C1CCCN(c2nc3ncccc3o2)C1 (centres undefined) | -10%
O=C([C@@H]1C[C@H](Oc2cccnc2)CN1C(=O)COc1ccc(F)cc1)N1CCOCC1 | 19%
CCN(CC)c1sc(S(=O)(=O)CC)nc1S(=O)(=O)c1ccc(C)cc1 | -26%
Cc1ccc(Nc2nc(-c3ccc(F)cc3)cs2)cc1 | -48%
COc1ccc(OC)c(NC(=O)C2Cn3cccc3C(=O)N2C)c1 (centres undefined) | 7%
COc1ccc2[nH]cc(CCNc3ncncc3-c3ccc(N(C)C)cc3)c2c1 | -16%
COc1ccccc1CNC(=O)C1CCN(c2cnc3nccnc3c2)CC1 | 23%
CCCCCCCCCNC(=O)c1nccnc1N | -1%
COc1ccc(S(=O)(=O)N2CC(c3noc(-c4cccnc4)n3)C2)cc1Cl | 2%
CC(C)(C)c1cc(/C=C/C(=O)O)cc(C(C)(C)C)c1O | 8.9µM*
O=C(NC1CCc2nn(CC3CC3)c(=O)n2CC1)c1ccc2cc[nH]c2c1 (centres undefined) | 42%[activator]
O=C(Nc1ccc(F)c(Cl)c1)c1ccccc1OCC1CCCO1 (centres undefined) | 14%
CCOc1ccccc1NC(=O)N1CCCN(S(=O)(=O)c2ccccc2)CCC(=O)NCC1 | -2%

Structure: CCCN(C)C(=O)Cc1ccc(N(Cc2ccc(C)cc2)C(=O)c2ccco2)cc1
  12-LOX inh = -27%

Structure: O=C(c1nnc(CNC2CCOCC2)n1Cc1ccccc1)N1CCC[C@@H]1c1ccc(Br)cc1
  12-LOX inh = 2%

Structure: Cc1ccc(CNC(=O)Cn2cc(C#N)c3ccccc32)cc1
  12-LOX inh = -24%

Structure: CCNC(=O)N1CCCCCCNC(=O)[C@@H]2C[C@@H](c3nc(-c4cccnc4)no3)C[C@@H]21
  12-LOX inh = 53%[activator]

Structure: COc1ccc(-c2nc3c(c(=O)[nH]2)CCN(S(=O)(=O)C2CC2)C3)cc1
  12-LOX inh = ?

Structure: COc1ccc(NC2(c3nnnn3-c3ccc(C(C)C)cc3)CCCC2)cc1
  12-LOX inh = -11%

Structure: O=C(CCC1CCCN(Cc2cnc(-c3ccccc3)s2)C1)Nc1ccccc1F (centres undefined)
  12-LOX inh = 6%

Structure: CC(C)CC(NC(=O)c1ccc(-c2ccccc2)cc1)C(=O)O (centres undefined)
  12-LOX inh = -10%

Structure: Cc1ccc(NC(=O)NC2CCOc3ccccc32)cc1 (centres undefined)
  12-LOX inh = -6%

Structure: Cc1cccc(CNC(=O)[C@@]23CCCC[C@H]2N(C)C(=O)CC3)c1
  12-LOX inh = 8%

Structure: CCOc1ccc(CNC(=O)c2c(C)sc3ccn(C)c(=O)c23)cc1
  12-LOX inh = ?

Structure: Cc1ccc2[nH]c(C)c(CC(=O)NCC(C)(C)CN(C)C)c2c1
  12-LOX inh = 10%

Structure: CN1C(=O)C(Cc2c[nH]c3ccccc23)NC1=S (centres undefined)
  12-LOX inh = ?

Structure: Cc1cccc(C)c1OCc1cc(C(=O)N(C)CCCC2CCCC2)no1
  12-LOX inh = 43%

Structure: Cc1ccc2c(c1)N1C(=O)OC[C@@H]1CCN(C(=O)c1ccnc(Cl)c1)C2
  12-LOX inh = -7%[176 µM]

Structure: COC1CN(c2cccc(F)c2)C12CCN(C(=O)NC1CCCCC1)CC2 (centres undefined)
  12-LOX inh = 4%

Structure: CCN(CC)CCNC(=O)c1ccc(Cn2c(SCc3ccccc3)nc3ccncc32)cc1
  12-LOX inh = -7%

Structure: COc1ccccc1CNC(=O)CCn1ccn2nc3c(c2c1=O)CCCC3
  12-LOX inh = 24%

Structure: CCc1ccccc1NC(=O)N1CCCC(Cn2c(C)nc3cccnc32)C1 (centres undefined)
  12-LOX inh = 19%

Structure: COc1ccc(-c2nnc3n2CCN([S+](=O)([O-])c2c(C)noc2C)C3)cc1
  12-LOX inh = -1%

Shown with the structure last: part of the list above.
12-LOX inh | structure
20% | CC(C)(C)C1CCC(C(=O)OCC(=O)c2ccc(Cl)c(Cl)c2)CC1 (centres undefined)
7% | N#Cc1ccc(C(=O)N2CCCCCNC(=O)[C@@H]3CCC[C@@H]32)cc1

The list continues:
Structure: COc1cc(C(=O)NCC2CCCO2)cc(Cl)c1OCCC(C)C (centres undefined)
  12-LOX inh = 39%[activator]

Structure: C[C@@H]1CN(Cc2nnnn2CC(=O)NC2CCN(Cc3ccccc3)CC2)C[C@H](C)O1
  12-LOX inh = 12%

Structure: CN1c2cc(C(=O)Nc3cccc(OC(F)(F)F)c3)ccc2C(=O)N2CCCCCC21 (centres undefined)
  12-LOX inh = 12%

Structure: CCCNC(=O)C(C)Sc1ncc(-c2ccc(Cl)cc2)o1 (centres undefined)
  12-LOX inh = -4%

Structure: CC(C)C(NC(=O)c1ccoc1)c1ccc(F)cc1 (centres undefined)
  12-LOX inh = ?

Structure: COCCn1ncc(N2CCCC(CC(=O)Nc3ccc(C)cc3)C2)cc1=O (centres undefined)
  12-LOX inh = 25%

Structure: COc1ccc(CCNC(=O)Cc2c(C)c3ccc(OC)c(OC)c3oc2=O)cc1
  12-LOX inh = -10%

Structure: CCCc1nnc(C[C@@H]2C[C@@H](C(C)C)[C@H](CN3CCC(CO)CC3)C=C2C)o1
  12-LOX inh = 49%[activator][176 µM]

Structure: O=C(CCNC(=O)C1CCCC1)NC1(c2ccccc2)CCC1
  12-LOX inh = -67%

Structure: Cc1ncoc1C(=O)N1CCC2(CCCN(CC3CCCCC3)C2=O)C1 (centres undefined)
  12-LOX inh = 32%[activator]

Structure: Cc1ccc(NC(=O)COc2cccc(-c3nnc4n3CCCC4)c2)cc1
  12-LOX inh = -3%

Structure: COc1ccc(N2C(=O)C(C)(C)CS2(=O)=O)cc1S(=O)(=O)N1CCc2ccccc21
  12-LOX inh = ?

Structure: CC(C)CCNC(=O)c1ccc2c(c1)nc1n2CCCC1
  12-LOX inh = 44%[activator]

Structure: CCCNC(=O)[C@@H]1Cc2cn(Cc3cccnc3)c3cccc(c23)[C@H](CC(C)C)N1
  12-LOX inh = 46%[activator][176 µM]

Structure: O=C(c1ccncc1)N1CCC(CCOc2ccc(F)cc2)C1 (centres undefined)
  12-LOX inh = 23%

Structure: CS(=O)(=O)N[C@H]1C[C@H]2C(=O)Nc3cc(Cl)ccc3C(=O)N2C1
  12-LOX inh = 52%[activator][176 µM]

Structure: COc1ccc(-c2ccnc(N[C@H]3CO[C@H]4[C@@H]3OC[C@@H]4NS(=O)(=O)c3cccs3)n2)cc1
  12-LOX inh = 67%[activator]

Structure: CCCCCn1cnc2c1c(=O)n(C)c(=O)n2C
  12-LOX inh = -34%

Structure: CCCCc1c(-c2ccccc2OC)ncn1Cc1ccc(Br)cc1
  12-LOX inh = ?

Not all compounds are listed (hit frequency here may not be typical).
